From PubChem BioAssay
HTR5A inv ctr – counter-screen for OPRM1-OPRD1 inverse agonists: human HTR5A inverse agonism; P47898; HTR5A cell line, luminescence; inhibition, % at 9.3 µM; 0.083% of 340,000 active; AID 504634; in the data active means inhibition mostly above about 23%, no sharp cut-off; inactive means mostly below about 18%;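 further: 0% = cells with DMSO and 100% = no-cell wells with DMSO; some compounds called inactive have numbers as strong as hits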
Target sequence (P47898 whole entry, looked up): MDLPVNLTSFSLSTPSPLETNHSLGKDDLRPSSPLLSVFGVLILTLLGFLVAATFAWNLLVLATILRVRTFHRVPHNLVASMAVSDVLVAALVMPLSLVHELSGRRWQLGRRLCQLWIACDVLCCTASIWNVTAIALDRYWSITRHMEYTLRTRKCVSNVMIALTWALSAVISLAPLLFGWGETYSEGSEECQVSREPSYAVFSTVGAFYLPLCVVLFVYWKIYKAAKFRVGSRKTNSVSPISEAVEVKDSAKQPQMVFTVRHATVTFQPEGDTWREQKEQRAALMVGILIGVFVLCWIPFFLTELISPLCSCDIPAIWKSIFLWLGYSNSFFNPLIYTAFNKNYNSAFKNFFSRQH
phage Ecoli inh – E. coli growth loss with phage present; growth absorbance; inhibition, % at 11.9 µM; 0.26% of 360,000 active; AID 651602; in the data active means inhibition above about 11%
E coli growth – bacterial growth inhibition, counter-screen for AddAB inhibitors; E. coli V3065 growth, OD600 absorbance, 18 h; inhibition, % at 11.9 µM; 0.27% of 330,000 active; AID 449728;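 active means inhibition above the campaign's mean inhibition across all tested compounds plus 3 SD, cut at about 9.9% in these data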;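 further: uninfected addAB+ strain grown without phage in ampicillin broth; 0% = DMSO wells and 100% = ciprofloxacin 0.95 µg/ml wells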
OPRM1-OPRD1 ag – agonists of human mu-delta opioid receptor heterodimerization. AID 504326. activation, % at 9.3 µM. 0.3% of 340,000 active. cells, OPRM1-OPRD1 heterodimerization, luminescence; in the data active means activation above about 18%;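 further: 0% = vehicle-treated cells and 100% = reference agonist; values of inactives mirror those of a sister screen read the other way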
AddAB inh – less growth of phage-infected E. coli with AddAB | inhibition, % at 11.9 µM | 0.29% of 330,000 active | E. coli expressing H. pylori AddAB, absorbance growth; in the data active means inhibition above about 12%;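 further: 0% = vehicle wells of infected cells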
PfHsp90 set2 – reduces growth (ATP signal) of yeast expressing P. falciparum Hsp90. inhibition, % at 9.4 µM. S. cerevisiae expressing PfHsp90, BacTiter-Glo ATP, 48 h; yeast lacking PDR1 and PDR3 efflux regulators. 0.32% of 310,000 active;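 active means every replicate shows inhibition above about 80%, whatever the replicate mean, limit read from the data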;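 further: 0% = DMSO neutral controls and 100% = 20 µM radicicol positive controls; yeast relying on Plasmodium falciparum Hsp90 in place of its own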
HTR5A ag – activates human HTR5A in OPRM1-OPRD1 agonist counter-screen. 0.61% of 340,000 active. activation, % at 9.3 µM. AID 504692. HTR5A agonist assay, luminescence, cell-based. P47898; in the data active means activation mostly above about 9.5%, no sharp cut-off; inactive means mostly below about 7.6%;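 further: 0% = cells with vehicle only and 100% = reference agonist; strong numbers were not always called active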
PKA-R1A activ – activates the PKA-R1A holoenzyme complex; P00514+P68181; PKA-R1A dissociation, Cy5-IP20 fluorescence polarization; scaled: DMSO 0%, 113 µM cGMP 100%; activation, % at 11.4 µM; 0.083% of 340,000 active; AID 504707;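 active means percent activation above the mean of all tested compounds plus 3 SD, cut at about 19% in these data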;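 further: higher means more PKAc released from R1A so a rise in polarization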
MOR-DOR inv ag – mu-delta opioid heterodimer inverse agonism. P35372+P41143. cell-based MOR-DOR heterodimer luminescence. inhibition, % at 9.3 µM. 0.21% of 340,000 active. AID 504357; in the data active means inhibition above about 22%, passing the limit was not always enough;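 further: 0% = cells with DMSO and 100% = wells without cells with DMSO; values of inactives mirror those of a sister screen read the other way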
DSG3 Ab inh – inhibitors of pemphigus antibody binding to human desmoglein-3; binding (percent of control), % at 10 µM; AID 588358; 0.48% of 310,000 active; P32926; DSG3-coupled beads, scFv-anti-DSG3-GFP binding, flow cytometry; stronger effect = lower value;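 active means binding more than 3 SD below its plate's average and above zero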;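 further: hits lower antibody fragment binding to DSG3; some compounds called inactive have numbers as strong as hits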
SUMO Mot1 rescue – inhibitors of SUMOylation pathway: yeast Mot1-301 growth rescue; growth rescue, % at 18.8 µM; 1% of 320,000 active; S. cerevisiae Mot1-301 growth rescue, ATP luminescence, 38.5C; percent above DMSO median, 100 means doubled;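 active means every valid replicate shows activation above 250% relative to neutral control wells; inactive means the rest, any valid replicate at or below 250%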;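 further: OY570 slx delta 5 strain wells were the positive control but not used for scaling; some compounds called inactive have numbers as strong as hits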
Numbers without * were called inactive; / = no result given. Not a hit list; overall some 3.2% were active at least once.

The line under a structure holds: PfHsp90 set2	MOR-DOR inv ag	phage Ecoli inh	DSG3 Ab inh	SUMO Mot1 rescue	AddAB inh	OPRM1-OPRD1 ag	PKA-R1A activ	HTR5A ag	HTR5A inv ctr	E coli growth
> Cc1ccc(C(=O)NCCSC(C)(C)C)cc1[N+](=O)[O-]
  5	-7	2.1	/	/	-2.4	1.5	4	3	2	-1.6
> CCOC(=O)c1ccc(Oc2nc(NC(C)(C)C)nc(N(C)C)n2)cc1
  10	-21	1.9	109	/	0.3	3.6	-13	-1	-12	-0.4
> Cc1cc(C)cc(OCCNS(=O)(=O)c2cccs2)c1
  13	1	3.5	95	17	-0.2	-0.1	0	4	-10	-2.3
> CC(C)(C)OC(=O)N1CCC(C(=O)NCC2CCCO2)CC1 (stereo not given)
  -12	14	3.3	100	-5	0.2	-3.1	1	-2	6	1.5
> COc1cccc(NC(=O)C2CCN(c3ncccn3)CC2)c1
  8	2	1.1	99	-2	1.9	-0.4	2	2	13	0.9
> COc1cc(CN2CCNC(=O)C2CC(=O)N(C)Cc2ncc[nH]2)cc(OC)c1 (stereo not given)
  13	8	4.0	105	-16	-0.6	-1.5	-6	-2	5	0.2
> O=C(CNC(=O)C1COc2ccccc2O1)N/N=C/c1ccc([N+](=O)[O-])cc1 (stereo not given)
  -7	-15	0.4	106	146	2.6	2.7	-4	2	-5	-2.0
> O=C1NC(c2cccs2)Nc2ccccc21 (stereo not given)
  9	0	1.4	102	-27	3.9	0.0	-2	3	-6	1.5
> CC1CCc2[nH]c3ccc(C(=O)N(C)CC(=O)Nc4ccccc4Cl)cc3c2C1 (stereo not given)
  -12	-1	2.1	87	/	/	0.1	-18	-1	3	/
> CCN(c1ccccc1)S(=O)(=O)c1cccc(C(=O)NCCOc2ccccc2OC)c1
  /	-2	3.7	110	/	/	0.3	4	-2	6	/
> O=[N+]([O-])c1cccc(/C=N/Nc2nc(C(Cl)(Cl)Cl)nc3ccccc23)c1
  10	-21	3.4	125	4	-1.4	3.8	1	5	12	-0.5
> Cc1ccccc1OCc1nc(-c2cccnc2)no1
  /	-4	0.6	119	-20	-0.2	0.7	-4	-5	5	-1.4
> COc1ccc(C(=O)Nc2cccc(S(C)(=O)=O)c2)cc1
  -7	3	3.8	104	9	2.0	-0.4	-1	-1	2	-1.6
> Cc1ccc(C(=O)CCC2CCCC2=O)cc1 (stereo not given)
  12	15	0.2	107	19	1.6	-2.6	-13	5	-18	-0.1
> CC1CCN(c2nc3c(N)ncnc3n2[C@@H]2O[C@H](CO)[C@@H](O)[C@H]2O)CC1
  -9	10	-0.8	98	-1	0.7	-1.8	6	5	-18	-0.8
> O=C(CSc1nc2ccccc2[nH]1)Nc1nc(-c2cccc(Br)c2)cs1
  4	10	3.0	/	8	2.0	-2.0	-7	4	-35	-0.2
> COc1ccc(/C=N/Nc2nc(C)cc(=O)[nH]2)cc1OC
  -7	11	-1.4	104	-18	/	-2.1	6	3	-10	/
> C/C(=N\N)c1c(-c2ccccc2)c2cc(C)ccc2[nH]c1=O
  17	0	2.9	86	-15	2.1	0.0	2	1	-15	1.5
> O=C(CCNc1ccccc1)c1cccc([N+](=O)[O-])c1
  4	1	1.6	/	7	2.2	-0.2	-7	-1	-11	1.9
> O=C(Nc1ccccc1C(F)(F)F)c1ccc(CN2CCC(Cc3ccccc3)CC2)cc1
  -13	-18	1.4	115	-6	1.4	3.4	-19	3	-12	-1.4
> O=C(NCc1ccco1)C1CCCCC1
  -14	2	1.8	103	-12	0.0	-0.3	0	-4	10	-3.0
> COc1ccc(-n2nc([N+](=O)[O-])c(=NCc3ccco3)n2O)cc1
  -4	9	0.0	94	168	-0.7	-1.9	-1	1	-1	-2.1
> CC(=O)c1c(-c2ccccc2)c2cc([N+](=O)[O-])ccc2[nH]c1=O
  14	-5	-0.9	114	27	-1.4	1.0	-1	-4	14	0.6
> Cc1sc2ncn(C(C)C(=O)OC3CCCCC3)c(=O)c2c1C (stereo not given)
  -9	-30	1.1	107	379*	-1.9	6.1	2	7	0	-0.9
> CS(=O)(=O)N(CC(=O)N1CCC(C(N)=O)CC1)c1ccc(Oc2ccccc2)cc1
  16	4	1.0	98	25	2.9	-0.7	-5	-1	2	-0.4
> Cc1cc(C)n2nc(C(=O)Nc3c(C)nn(Cc4ccc(F)cc4)c3C)cc2n1
  -1	7	4.0	93	180	0.5	-1.5	4	-2	13	3.1
> COC(=O)c1ccc(-c2ccc(/C=N/NC(=O)CC3(C)OCCCO3)o2)cc1
  -1	10	0.9	/	-2	0.2	-1.9	-2	-1	-16	2.9
> Cc1c(Cl)cccc1NC(=S)NCc1ccccc1Cl
  0	-9	4.5	106	-2	18*	1.6	10	3	-12	5.3
> CCCCOc1ccc(C(=O)Oc2ccc(C)nc2)cc1
  -17	-17	3.7	105	-11	-0.4	3.2	-1	-1	4	-1.7
> CCCc1ccc(Oc2cc(N3CCOCC3)nc(-c3ccccc3)n2)cc1
  -10	-15	/	103	-12	1.6	2.7	2	7	0	-2.5
> O=C1NC(c2ccccc2Br)=N/C1=C\c1ccco1
  6	14	-0.7	121	12	3.0	-2.6	-11	4	3	-1.2
> CC(Cc1ccccc1)N/C=C1/CC(=O)NC1=O (stereo not given)
  4	11	0.8	127	58	3.6	-2.4	2	-5	10	0.2
> Cc1ccccc1-n1c(Cc2cccs2)n[nH]c1=S
  9	20	3.1	121	1	1.4	-4.3	-12	-3	-4	-1.2
> CC(C)(C)NC(=S)NNC(=O)c1cccc(Br)c1
  -42	8	2.9	110	-13	1.1	-1.6	2	0	4	1.5
> Cc1ccc2nc(-c3ccccc3)cc(C(=O)N3CC(C)OC(C)C3)c2c1 (stereo not given)
  11	0	3.0	103	7	-0.3	0.0	0	0	1	-4.2
> COC(=O)C1=C(NC(=O)COc2ccc(Cl)cc2Cl)CCS1
  -4	-2	4.2	106	3	2.7	0.5	-8	0	10	0.1
> N/C(=N\OC(=O)c1ccc(Cl)cc1[N+](=O)[O-])c1cccnc1
  -18	-52	-1.3	110	-1	-0.9	10	-3	2	-29	-3.4
> O=C(OCc1nc2ccccc2[nH]1)C12CC3CC(CC(C3)C1)C2
  /	-17	2.0	100	21	-1.1	3.1	6	-3	-13	-0.7
> CCCC1(CCC)NC(=O)NC1=O
  16	8	2.8	111	-5	1.9	-1.4	-11	-3	11	1.5
> O=C(c1cc(COc2ccc(F)cc2F)on1)N1CCOCC1
  19	14	2.4	102	-5	1.4	-2.7	2	2	9	2.4
> O=C(NC1CCCCCC1)c1ccc(Br)o1
  4	10	3.0	116	115	3.4	-1.4	5	-1	-1	-1.1
> Cc1ccc(-c2nnn(CC(=O)N(CC3CCCO3)C(C(=O)NC3CCCC3)c3ccc(F)cc3)n2)o1 (stereo not given)
  1	7	1.8	100	/	0.8	-1.4	1	-2	25	-0.1
> O=C(CSc1ccccc1)NCC1(N2CCCCC2)CCCCC1
  /	6	-0.8	104	-1	0.0	-1.1	12	17*	-8	-1.7
> CC(=O)NC1CCCc2c1cnn2-c1ccc(C(C)(C)C)cc1 (stereo not given)
  -22	6	2.4	97	48	-0.2	-1.2	1	1	-2	-0.8
> Cc1cc(NC(=O)C2CCCCC2)ccc1NC(=O)c1ccccc1Cl
  -25	-26	1.5	106	4	2.1	5.5	-13	7	14	0.0
> O=C(CNS(=O)(=O)c1ccccc1)Nc1ccc(F)cc1F
  -19	12	-1.2	115	5	-0.4	-2.2	-4	0	-1	-0.6
> CCCn1c(=S)[nH]c2cc(OC)c(OC)cc2c1=O
  23	5	/	/	3	-0.3	-1.0	-2	-2	-6	-0.1
> CCOCCCNS(=O)(=O)c1ccc(Br)cc1
  /	-11	4.2	/	-13	3.2	1.9	-6	9	-25	0.6
> CCc1cccc2c(=O)c(C(=O)N3CCOCC3)c[nH]c12
  /	3	4.6	/	17	4.2	-0.5	1	1	-2	1.4
> O=[N+]([O-])c1ccc2c(c1)nc1n2CCN(C2CCCCC2)C1
  -1	/	1.5	103	10	-1.4	/	4	/	/	2.3
> CCOC(=O)Cc1nnc(NC(=O)C2CCCCC2)s1
  -7	-6	1.4	96	-13	0.8	0.8	5	-3	8	0.9
> CC(C)c1ccc(NC(=O)N2CCOCC2)cc1
  -3	8	0.6	95	-21	1.2	-1.6	-3	0	1	1.0
> COc1ccc(N(Cc2ccccc2)C(=O)OC(C)(C)C)c(C(=O)N(C)OC)c1
  -16	-5	-0.2	91	2	2.5	1.0	-2	-3	12	-1.6
> O=c1c(N2CCOCC2)coc2ccccc12
  6	7	4.4	90	3	1.9	-1.4	4	1	8	3.8
> CN(C(=O)c1cccc(NC(=O)Cc2cccc(NC(=O)C3CCCN(C(=O)C4CC4)C3)c2)c1)C1CC1 (stereo not given)
  6	16	0.8	107	/	/	-3.4	-4	3	-10	/
> COc1ccc(O)c(C(=O)c2cnn(C(=O)c3cccc(S(=O)(=O)N(C)C)c3)c2)c1
  /	8	-1.9	92	80	0.1	-1.5	4	0	-1	-0.2
> O=C1C2C3C=CC(O3)C2C(=O)N1N=Cc1cccc2ccccc12 (stereo not given)
  -7	4	3.6	88	/	/	-0.7	-13	0	0	/
> CCOC(=O)C1=C(C)N=c2s/c(=C\c3ccc(C(=O)O)cc3)c(=O)n2C1c1ccc(OC)cc1OC (stereo not given)
  14	4	0.5	105	23	-0.1	-0.8	-3	-1	23	1.3
> O=C(CSc1nnc(CNC(=O)c2ccccc2)o1)c1ccccc1
  -6	8	2.0	112	-13	0.1	-2.5	-5	9	8	0.5
> CCc1ccc(NC(=O)CSc2nc3ncc(Br)cc3[nH]2)cc1
  -2	-17	0.0	98	6	5.6	3.5	-2	2	6	3.4

The list continues.
The line under a structure holds: PfHsp90 set2	MOR-DOR inv ag	phage Ecoli inh	DSG3 Ab inh	SUMO Mot1 rescue	AddAB inh	OPRM1-OPRD1 ag	PKA-R1A activ	HTR5A ag	HTR5A inv ctr	E coli growth
> COc1ccccc1NC(=O)CN(Cc1ccco1)C(=O)c1cc2ccccc2o1
  /	12	/	109	7	1.6	-2.6	2	3	-8	-2.7
> CC(Oc1ccccc1)C(=O)N1CCC2(CC1)CC(=O)c1ccccc1O2 (stereo not given)
  /	11	0.8	103	2	3.9	-1.7	-6	4	-11	0.4
> Cc1ccc(CSc2ncn(-c3ccccc3)n2)cc1
  7	-22	2.8	98	0	2.5	4.0	-7	10	-26	-1.2
> CCOC(=O)C(C)Sc1nnc(Cc2cc(=O)[nH]c(=O)[nH]2)n1-c1ccc(OCC)cc1 (stereo not given)
  -10	2	3.2	104	16	3.1	-0.5	-2	0	-1	-0.8
> O=C(CSc1ccccc1)Nc1ccc(NC(=O)c2ccco2)cc1
  -2	-14	5.1	110	3	2.6	2.2	4	4	-10	2.7
> COCCCNC(=S)NNC(=O)C(O)(c1ccccc1)c1ccccc1
  -21	12	4.5	106	7	2.6	-2.5	7	-4	24	1.9
